Autophagy mod: autophagy modulators in MEF cells, primary screen, imaging, high-content, MEF GFP-LC3 | MEF GFP-LC3 puncta imaging; test concentration mostly 10 µM | calls only at 10 µM (by protocol) | hit rate 0.98% among 190,000 | AID 463193, 2010;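 active means percentage of spot-positive cells more than 3 SD above its plate mean, without a fluorescence outlier flag or 80% toxicity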;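 further: spot-positive cell cutoff set from DMSO-treated cells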
ER stress rescue: rescue of cells from ER stress-induced death, primary screen, 384-well, CSM14.1, thapsigargin, ATP luminescence (AID 1222). 190,000 tested, under 10 active. cellular ATP content (survival), % at 20 µM; hits with a dose series show EC50 in µM. CSM14.1 thapsigargin-induced death rescue, ATP luminescence; higher % means a stronger effect;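 active means EC50 below 50 µM in the dose-response confirmation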;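 further: death triggered by thapsigargin at about 15 µM added after 2 h compound pretreatment; cell ATP read after overnight thapsigargin exposure of roughly 18 to 22 hours; normalized against plate controls of thapsigargin alone and 5% DMSO vehicle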
P. falciparum M17LAP: P. falciparum M17LAP inhibitors, primary screen, biochemical, fluorogenic H-Leu-NHMec substrate, 1536-well (AID 1619). Leucine aminopeptidase (Plasmodium falciparum (isolate 3D7)). recombinant M17LAP, H-Leu-NHMec fluorogenic kinetic assay; higher % means a stronger effect. inhibition, % at 30 µM; hits with a dose series show IC50 in µM. hit rate 0.38% among 220,000;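 active means compound inhibiting the enzyme by more than half at any dose during confirmatory dose-response retesting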;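 further: plate controls were full reaction with DMSO carrier for no effect and no enzyme background for full effect; strong numbers were not always called active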
Dynein transport: inhibitors of GR-EGFP nuclear translocation, primary screen, dynein cargo transport inhibitor project, imaging, high-content, 3617.4 mouse cells; test concentration mostly 20 µM; stimulated with dexamethasone, 1 µM; stronger effect = lower value; z-score, hits read low; hit rate 0.47% among 220,000;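 active means plate z-score of nuclear minus cytoplasmic receptor signal below a set negative limit, without overly bright fluorescence or cell loss, cut at about -3.5 in these data, passing the limit was not always enough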;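 further: z-score of nuclear minus cytoplasmic ring GR-EGFP intensity difference per well; some compounds called inactive have numbers as strong as hits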
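Buffer or medium: tet-free, stripped-serum medium; reagent: dexamethasone at 1.0 µM final, 30 min; incubation: 48 h induction, 1 h compound, 30 min dex at 37 °C; measured by: formaldehyde fixation, Hoechst nuclear stain, 10x automated fluorescence imaging; read-out: nuclear-to-cytoplasmic GR-EGFP distribution per well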
Hep lipid drop: inhibitors of hepatocyte lipid droplet formation, primary screen, imaging, high-throughput imaging, BODIPY stain; inhibition, % at 6.5 µM; AID 1656, 2009; hit rate 0.4% among 240,000; AML12 mouse hepatocytes, oleate lipid droplets;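 active means lipid droplet intensity inhibited by at least 50%, with more than 500 cells counted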
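Material – AML12 mouse liver cells · Also added – oleate loading, 100 µM · Compound dosing – 6.5 µM single-point dosing · Times – overnight treatment with compound plus oleate · Measured by – fluorescence imaging, 20x objective, two fields per well · Read-out – percent inhibition of filter-corrected integrated lipid droplet intensity per well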
Yfh1-off respiration: enhancers of respiration in Yfh1-depleted yeast, dose response, Friedreich's ataxia, plus single-dose screen (AID 1465) | S. cerevisiae Yfh1-off respiration, WST-1 reduction, 72 h; higher fold induction means a stronger effect | fold induction at 50 µM, or EC50 in µM where a hit was titrated | hit rate 0.074% among 220,000;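 active means fold induction of absorbance versus untreated yeast above a set limit, then at least 30% activation at any dose in follow-up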;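 further: activators that raise dye reduction in frataxin-depleted yeast; strong numbers were not always called active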
MT stabilize HCS: microtubule stabilizers in HeLa cells, primary screen, imaging, high-content imaging; HeLa tubulin immunostaining HCS, 24 h; share of cells brighter than vehicle mean+2SD; % tubulin-high responders, % at 10 µM; hit rate 0.83% among 200,000; AID 2205, 2009;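 active means plate Z-score above 3 for both tubulin-high and condensed-nucleus cell shares, with cell loss under 80%, at 10 µM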;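 further: anti alpha tubulin signal scored within the nucleus-defined area of each cell; some results filed as inactive read as strong as hits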
Ins promoter up: insulin promoter activators in MIN6 cells, imaging, high-content screening, mouse beta cells. MIN6 insulin promoter-GFP reporter; stronger effect = higher value. z-score at 5 µM. hit rate 0.3% among 190,000. AID 1625, 2009;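 active means z-score above 3 at 5 µM with at least 500 cells counted in the well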
P. falciparum M1AAP: P. falciparum M1AAP inhibitors, biochemical, fluorogenic H-Leu-NHMec substrate, 1536-well (AID 1445). Aminopeptidase N (Plasmodium falciparum (isolate 3D7)). recombinant M1AAP, H-Leu-NHMec fluorogenic kinetic assay; higher % means a stronger effect. inhibition, % at 30 µM, or IC50 in µM where a hit was titrated. hit rate 0.42% among 220,000;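 active means primary inhibition above the hit cutoff, then over 50% inhibition at one or more dose response concentrations, cut at about 23% in these data, passing the limit was not always enough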;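 further: plate controls were DMSO full reaction for no effect and no enzyme background for full effect; strong numbers were not always called active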
Dynein transport cytoplasmic EGFP: second read-out of Dynein transport, no call of its own (marks repeat the call); z-score; measured here: cytoplasmic GR-EGFP intensity; stronger effect = higher value
Dynein transport nuclear GR-EGFP: second read-out of Dynein transport, no call of its own (marks repeat the call); z-score; measured here: nuclear GR-EGFP intensity;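 lower value marks the stronger effect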
Dynein transport cell count: further read-out of Dynein transport, marked with its call; z-score; measured here: cell count per field
Ins promoter up cell count: further read-out of Ins promoter up, marked with its call; cell count; measured here: cytotoxicity, nuclei count;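 total cells summed across four imaged fields per well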
Hep lipid drop cells 6.5 µM: further read-out of Hep lipid drop, marked with its call; cell count; measured here: cell count, cytotoxicity flag;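 cells counted across two imaged fields per well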
MT stabilize HCS Hoechst-high %: further read-out of MT stabilize HCS, marked with its call; % Hoechst-high responders; measured here: nuclear condensation Hoechst responders;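 share of cells brighter than vehicle mean plus two SD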
MT stabilize HCS cytotoxicity %: second read-out of MT stabilize HCS, no call of its own (marks repeat the call); toxicity, %; measured here: cytotoxicity by cell density;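 0% = mean cell density of plate MIN control wells and 100% = no cells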
Autophagy mod cell loss 18 h: recorded beside Autophagy mod, whose call it bears; toxicity, %; measured here: cell loss, nuclei count;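 cell loss after 18 h compound exposure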
* marks the source's active call; other numbers are inactive results; i = inactive; . = no result given.

SMILES	Autophagy mod	Autophagy mod cell loss 18 h	ER stress rescue	P. falciparum M17LAP	Dynein transport	Dynein transport cytoplasmic EGFP	Dynein transport nuclear GR-EGFP	Dynein transport cell count	Hep lipid drop	Hep lipid drop cells 6.5 µM	Yfh1-off respiration	MT stabilize HCS	MT stabilize HCS Hoechst-high %	MT stabilize HCS cytotoxicity %	Ins promoter up	Ins promoter up cell count	P. falciparum M1AAP
COc1ccc(N(CC(=O)Nc2ccc(S(=O)(=O)N3CCOCC3)cc2)S(=O)(=O)c2ccc(F)cc2)cc1	i	-25	0.6%	2%	1.2	-0.24	0.98	-1	-2	774	i	3.0	1.8	5.1	0.39	1419	6%
CCC(C)(C(=O)NC1CCCCC1)N(CC1CCCO1)C(=O)Cc1cccs1 (centres undefined)	i	-16	0.4%	-3%	1.3	-0.23	0.042	-1.7	-73	699	i	2.9	3.0	4.3	0.99	1325	-5%
COc1ccc(-c2cc(-c3cccs3)nc3sc(C#N)c(N)c23)cc1	i	-17	0.3%	-2%	-0.11	0.48	0.25	-1.2	-5	641	i	3.0	3.2	1.1	0.56	1444	12%
CC(C)C(c1nnnn1Cc1ccco1)N1CCC(C(N)=O)CC1 (centres undefined)	i	-5	1.0%	16%	0.21	-0.24	0.54	-0.014	14	748	i	4.1	2.3	5.9	.	.	6%
COC(=O)C1=C(N)Oc2cc(C)n(CC3CCCO3)c(=O)c2C1c1ccc(Cl)cc1 (centres undefined)	i	9	3.5%	1%	3.7	-0.079	2.1	-2.2	.	.	i	2.1	1.3	12	-0.08	1400	11%
CCC(=O)c1ccc(OCc2ccc(C#N)cc2)cc1	i	-3	2.2%	10%	-1.1	-0.19	-0.42	0.079	-13	651	i	2.6	1.6	0.5	-0.16	1598	3%
CN(C(=O)CSc1nc(-c2ccccc2)cs1)C1CCS(=O)(=O)C1 (centres undefined)	i	-1	1.7%	6%	-0.17	-0.14	-0.077	-0.12	2	770	i	3.6	1.1	1.4	-0.42	943	7%
O=C(COC(=O)c1ccc2ccccc2n1)Nc1cccc(S(=O)(=O)NC2=NCCCCC2)c1	i	-4	1.8%	6%	-0.27	-0.32	-0.24	0.32	-11	714	i	3.0	2.0	3.0	-0.23	1365	11%
OCCN1CCN(CC(O)COCc2ccc3c(c2)OCO3)CC1 (centres undefined)	i	38	-4.6%	-10%	-0.11	-0.16	-0.056	1.4	1	669	i	4.2	2.9	3.8	.	.	5%
Cc1cccc(NC2SC(=O)NC2=O)c1 (centres undefined)	i	-3	-0.1%	4%	1.4	-0.34	0.58	-0.31	4	748	i	2.2	1.4	4.1	.	.	3%
CC(C)(C)NC(=O)CN(C(=O)C1(C)CC(=O)N=C2C=CC=CN21)C1CCCC1 (centres undefined)	i	-5	-0.8%	-113%	-0.5	-0.22	-0.014	0.64	.	.	i	2.1	2.7	9.6	0.11	1303	10%
Cc1ccc(-n2c(SCC(=O)OC(C)C)nnc2-c2ccccn2)cc1	i	11	2.7%	15%	4.9	-0.0061	2.8	-2.6	.	.	i	2.0	1.0	9.5	-0.22	1195	0%
CC(C)(C)OC(=O)NCCCC[C@@H](C(=O)N1CCN(C(=O)OC(C)(C)C)CC1)n1cc(C(CO)NC(=O)OC(C)(C)C)nn1 (some centres undefined)	i	-13	0.5%	-2%	-0.33	-0.31	0.071	0.04	-2	719	i	2.2	1.9	4.0	0.72	1325	3%
O=C(N/N=C/c1c(Cl)cccc1Cl)c1ccccc1F	i	4	-4.6%	-18%	2.8	-0.25	1.1	-1.4	-3	738	i	3.8	3.6	13	0.14	1322	12%
O=C(CS(=O)(=O)c1cn(CC(=O)N2CCOCC2)c2ccccc12)Nc1ccccc1	i	20	1.3%	-3%	-0.61	-0.23	-0.35	0.14	14	686	i	1.7	1.4	6.4	0.86	1196	8%
O=S(=O)(c1cccc(F)c1)N1CCCN(c2ccc(C(F)(F)F)cn2)CC1	.	.	.	-3%	0.92	-0.29	0.4	-0.23	-11	746	i	.	.	.	0.83	1139	0%
N#C/C(=C/c1cccn1-c1cccc(C(=O)O)c1)c1ccc(F)cc1	i	24	1.9%	20%	-0.38	-0.23	0.045	0.44	.	.	i	3.4	1.5	5.5	-0.09	1469	10%
COc1ccc(CNc2nc(NCc3ccc(OC)c(OC)c3)n(C(=O)c3cccs3)n2)cc1OC	i	2	0.6%	-3%	-0.75	-0.16	-0.053	0.64	.	.	i	3.9	1.1	0.1	0.8	1065	9%
CCOC(=O)c1ccc(NC(=O)CN2C(=O)C(=O)N(CC(C)C)C2=O)cc1	i	25	-1.1%	13%	2.4	-0.26	1.7	-0.75	5	760	i	2.0	1.5	9.3	-0.39	940	6%
O=C(Cn1c(=O)oc2cc(S(=O)(=O)N3CCCC3)ccc21)N1CCN(C2CCCCC2)CC1	i	5	1.8%	5%	0.26	-0.27	0.14	0.49	.	.	i	3.0	4.2	7.5	-0.97	1117	3%
CN1CCN(/C=N/c2sc3c(c2C#N)CCCCC3)CC1	i	-6	-0.1%	19%	-0.083	-0.2	0.22	-0.66	.	.	i	4.2	2.5	6.2	0.08	1281	11%
CC(C)C(C(=O)OCC(=O)c1cccc([N+](=O)[O-])c1)N1C(=O)[C@@H]2[C@H]3CC[C@H](C3)[C@@H]2C1=O (some centres undefined)	i	-3	0.0%	-2%	-0.38	-0.31	-0.56	0.57	-47	522	i	1.7	2.1	12	0.48	1582	2%
CS(=O)(=O)N(CC(=O)Nc1ccccc1C(=O)NCc1ccco1)c1ccc2c(c1)OCCO2	i	5	4.3%	-6%	0.49	0.84	0.23	-0.11	-4	787	i	12	5.4	14	-0.13	911	4%
NC(=O)[C@H]1CC2(CC(c3cccc(NC(=O)COc4ccc(Cl)cc4)c3)=NO2)CN1C(=O)[C@H]1CCC(=O)N1 (some centres undefined)	.	.	.	-11%	-0.016	-0.77	0.046	0.059	.	.	i	.	.	.	1.1	924	4%
COc1ccc(N(CC(=O)Nc2ccccc2C(=O)NCC(C)C)S(C)(=O)=O)cc1	i	-3	1.2%	13%	-0.75	-0.27	-0.67	0.9	-15	726	i	1.4	2.8	2.2	-3.3	505	14%

More compounds:
SMILES	Autophagy mod	Autophagy mod cell loss 18 h	ER stress rescue	P. falciparum M17LAP	Dynein transport	Dynein transport cytoplasmic EGFP	Dynein transport nuclear GR-EGFP	Dynein transport cell count	Hep lipid drop	Hep lipid drop cells 6.5 µM	Yfh1-off respiration	MT stabilize HCS	MT stabilize HCS Hoechst-high %	MT stabilize HCS cytotoxicity %	Ins promoter up	Ins promoter up cell count	P. falciparum M1AAP
COC(=O)C1=C(NC(=O)C(C)(C)C)CCS1	i	-3	-0.5%	23%	-0.52	-0.17	-0.25	0.037	-19	640	i	3.3	2.7	4.6	-0.48	1594	7%
Nc1c(C(=O)N/N=C/c2ccccc2)cnn1-c1ccccc1	.	.	.	-4%	-1.5	-0.21	-0.44	1.1	-2	713	i	.	.	.	-0.6	995	-2%
CC1(C)Oc2ccc(C(=O)N3CCCC3)cc2N(CC(=O)NCc2ccccc2)C1=O	i	10	2.7%	-8%	0.25	-0.17	0.5	-0.95	.	.	i	4.8	2.5	10.0	.	.	5%
O=C(N/N=C/c1cn[nH]c1-c1ccc(Cl)cc1)c1ccc([N+](=O)[O-])cc1	i	1	2.1%	-2%	-0.27	-0.39	-0.021	0.59	-12	548	i	2.6	2.2	0.2	1.2	1241	2%
N#Cc1cnc(NN)nc1	i	6	.	7%	-0.24	-0.34	0.25	0.49	-6	692	i	3.6	3.6	11	-0.12	1283	21%
Cc1cc2ccc3ccccc3c2cc1CN(C)C	.	.	.	9%	1.8	-0.25	0.69	-0.051	6	717	i	.	.	.	0.17	1345	1%
CCOC(=O)C1=C(C)NC(C)=C(C(=O)OCC)C1C(=O)OCC(=O)c1ccc2c(c1)OCCO2	i	14	-0.6%	-6%	1.3	-0.21	0.81	-0.48	.	.	i	2.9	2.1	16	-1	1244	12%
Cc1[nH]nc(N)c1-c1ccccc1	i	3	-0.2%	5%	-0.18	-0.24	-0.14	-0.28	-8	697	i	1.6	1.9	6.6	1.3	1427	0%
C=CCN1CN=C(NS(=O)(=O)c2ccc(NC(C)=O)cc2)NC1	i	11	-1.2%	4%	-0.015	-0.32	-0.11	0.59	-7	720	i	3.8	2.3	0.2	.	.	6%
CCCCn1cnc2c1c(=O)n(CC(=O)c1cc(C)n(C)c1C)c(=O)n2CC(C)C	i	1	1.6%	1%	-0.36	-0.22	-0.018	0.44	.	.	i	2.5	2.6	6.0	-0.43	1051	13%

Whole records from above. Order of values: Autophagy mod | Autophagy mod cell loss 18 h | ER stress rescue | P. falciparum M17LAP | Dynein transport | Dynein transport cytoplasmic EGFP | Dynein transport nuclear GR-EGFP | Dynein transport cell count | Hep lipid drop | Hep lipid drop cells 6.5 µM | Yfh1-off respiration | MT stabilize HCS | MT stabilize HCS Hoechst-high % | MT stabilize HCS cytotoxicity % | Ins promoter up | Ins promoter up cell count | P. falciparum M1AAP
Nc1c(C(=O)N/N=C/c2ccccc2)cnn1-c1ccccc1 reads . | . | . | -4% | -1.5 | -0.21 | -0.44 | 1.1 | -2 | 713 | i | . | . | . | -0.6 | 995 | -2%
COC(=O)C1=C(NC(=O)C(C)(C)C)CCS1 reads i | -3 | -0.5% | 23% | -0.52 | -0.17 | -0.25 | 0.037 | -19 | 640 | i | 3.3 | 2.7 | 4.6 | -0.48 | 1594 | 7%
